# ERp5 inh = inhibitors of ERp5-driven insulin aggregation, primary screen, biochemical, turbidity, absorbance 650 nm, single point; inhibition, % at 9.99 µM; 90 min; AID 651711, 2012; Protein disulfide-isomerase A6 (Homo sapiens), Q15084; 0.05% of 350,000 active;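 active = mean replicate inhibition above about 25%, with every replicate also reaching it, limit read from the data, passing the limit was not always enough; inconclusive = only one of those two criteria met; inactive = neither criterion met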
# Target sequence (Q15084 whole entry, looked up): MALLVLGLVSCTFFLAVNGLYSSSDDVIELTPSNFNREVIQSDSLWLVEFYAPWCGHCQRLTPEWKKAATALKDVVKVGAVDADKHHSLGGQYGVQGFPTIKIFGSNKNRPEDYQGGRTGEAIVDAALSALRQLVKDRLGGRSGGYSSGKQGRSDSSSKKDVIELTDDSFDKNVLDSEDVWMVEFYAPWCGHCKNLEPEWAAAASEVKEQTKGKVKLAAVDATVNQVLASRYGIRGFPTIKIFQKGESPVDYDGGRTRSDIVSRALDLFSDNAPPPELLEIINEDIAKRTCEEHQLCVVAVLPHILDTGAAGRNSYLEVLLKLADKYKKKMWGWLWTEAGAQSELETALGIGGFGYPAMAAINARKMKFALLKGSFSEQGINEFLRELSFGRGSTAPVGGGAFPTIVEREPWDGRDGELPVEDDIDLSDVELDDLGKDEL
# PAX8 reporter = inhibitors of PAX8-driven TPO luciferase reporter, primary screen, RMG-I cells, single concentration; SteadyGlo, 24 h; inhibition, % at 12.6 µM; 1.2% of 360,000 active;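 active = mean replicate inhibition at least 60% with every replicate also reaching 60%; inconclusive = only one of the two criteria is met; inactive = mean below 60% and not all replicates reaching 60%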;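 also: luciferase light reporting Pax8 driven TPO promoter activity; plate controls were median of neutral control wells for no effect and mitoxantrone controls for full effect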
# CFTR F508del cor = F508del CFTR correction, initial screen, CFBE line, single point; CFBE cells, YFP halide quenching; stimulated with forskolin plus potentiator P3; % fluorescence drop versus neutral controls; activity (quench increase), % at 7.58 µM; 0.36% of 350,000 active; AID 720511, 2013;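 active = mean added fluorescence quench of at least 8% versus neutral control, with both replicates also reaching 8%; inconclusive = only one of the mean or replicate conditions met; inactive = mean below 8% and not both replicates reaching 8%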;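 also: cells transiently co-express mutant CFTR-F508del with the halide-sensitive YFP; corrector assay measuring rescue of mutant channel to the surface after 24 h compound exposure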
# EWS-Fli inh = EWS/Fli-driven NR0B1 reporter inhibitors, primary screen, A673 cells, NR0B1 luciferase, luminescence, MLPCN library; inhibition, % at 12.6 µM; AID 651661, 2012; viability-normalised; 0.67% of 350,000 active;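 active = mean inhibition of at least 50% after viability correction, with every replicate also passing that limit; inconclusive = mean reaches 50% but only one of two replicates passes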;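 also: firefly luciferase signal divided by Alamar Blue viability fluorescence both relative to DMSO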
# Xi reactivation = activators of inactive X chromosome reactivation, primary screen, imaging, XiGFP fibroblasts, GFP high-content imaging, set 2; XiGFP mouse fibroblasts, % GFP-positive cells imaging, 3 d; cells co-treated with 5-aza-dC sensitizer; scaled so ellipticine positive control = 100%; activation, % at 7.58 µM; 0.055% of 360,000 active; AID 743238, 2013;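 active = mean normalized replicate activation at least 10% and every replicate at or above 10%; inconclusive = only one of the two criteria met; inactive = mean below 10% and not all replicates reach 10%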;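 also: 0% = median of on-plate neutral control wells and 100% = ellipticine 6 µM median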
#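 System: SV40-immortalized XiGFP fibroblast cells, line 68-5-11 / Incubation: 3-day compound exposure, then 15 min fixation at room temperature / Compound: single concentration per compound, delivered by pin transfer / Buffer or medium: DMEM plus 5-aza-dC sensitizer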
# DENV2 CPE rescue = inhibitors of DENV2 cytopathic effect, primary screen, cell-based, plate reader, single concentration | DENV2-infected cells, cytopathic effect rescue | CPE inhibition, % at 9.99 µM | 1.7% of 350,000 active | AID 651640, 2012; in the data active = CPE inhibition above about 20%, passing the limit was not always enough; inconclusive = no clear call, values can overlap the other calls; tested in BHK-21 cells;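 also: 0% = median of neutral control wells and 100% = median of positive control wells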
# INS-1E GSIS act = GLuc luminescence reporter in INS-1E cells, primary screen for activators of glucose-dependent secretion of insulin; activation, % at 16.6 µM; 0.61% of 370,000 active; INS-1E GLuc reporter insulin secretion, 2-3 h;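 active = lowest replicate activation of at least 40%, so every replicate reaches that level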;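 also: 0% = median of neutral control wells and 100% = median of IBMX positive control wells; some compounds called inactive have numbers as strong as hits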
# ARNT TACC3 PPI = disruptors of ARNT/TACC3 protein interaction, primary screen, biochemical, AlphaScreen, single concentration; inhibition, % at 9.99 µM; AlphaScreen His-ARNT PAS-B/GST-TACC3 binding, luminescence; TACC3 fragment carries E629A point mutation; Transforming acidic coiled-coil-containing protein 3 (Homo sapiens), Q9Y6A5; 0.66% of 390,000 active; AID 623870, 2012;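 active = mean inhibition of replicates at least 50% and at least half of replicates each reaching 50%; inconclusive = half or more replicates reach 50% but mean below 50%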;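 also: 0% = complete ARNT plus TACC3 wells and 100% = ARNT alone without TACC3; many hits fall short of the cut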
# An asterisk follows results filed as active; ? = inconclusive; . = not tested or not shown; & = joins results of further samples. No enrichment for hits, and some 4.2% of all compounds hit somewhere here.
SMILES,ERp5 inh,PAX8 reporter,CFTR F508del cor,EWS-Fli inh,Xi reactivation,DENV2 CPE rescue,INS-1E GSIS act,ARNT TACC3 PPI
C#CCOCCOCCOCCNc1nc(N2CCN(C(=O)[C@H](CCCCN)n3cc(CC(C)O)nn3)CC2)nc(N2CCN(C(=O)[C@H](CCCCN)n3cc(CC(C)O)nn3)CC2)n1 (stereo partly drawn),-1,-11,2.3,-3,1.4,8,27,-2
O=C(NCC[C@H]1CC[C@H](NS(=O)(=O)c2ccccc2)[C@@H](CO)O1)c1ccc2c(c1)OCO2,-4,-18,2.3,4,-0.4,-3,9,-11
CC1CCCCN1c1nnc(NC(=O)Cn2c(=O)oc3ccccc32)s1 (stereo not drawn),-1,-5,3.8,15,0.0,-8,.,-4
C[C@@H]1CC=C[C@H]2[C@H]1C(=O)N(Cc1ccccc1)[C@H]2c1cccc([N+](=O)[O-])c1,-5,-22,1.5,15,0.1,-9,.,0
CN(Cc1ccccc1)Cc1cc(=O)oc2ccc3ccccc3c12,0,16,0.6,-3,-0.1,-5,7,.
CCc1nn(C(C)C(=O)N2CC(C)CC(C)C2)c(=O)c2cc3occc3n12 (stereo not drawn),2,-3,2.2,.,0.0,-3,6,2
COCCNC(=O)/C(C#N)=C/C=C/c1ccccc1[N+](=O)[O-],-4,80*,-5.2,23,0.1,2,5,6
Cc1onc(-c2ccccc2)c1C(=O)N/N=C/c1cc(Br)c(O)c(Br)c1,-4,1,-0.9,.,0.0,11,14,-1
CCn1nc(C(=O)OCC(=O)Nc2nc(-c3ccc(OC)cc3)cs2)c2ccccc2c1=O,0,-72,0.4,-13,0.2,0,-2,-1
COc1cccc(-c2ccc3c(c2)O[C@H](CN(C)C(C)=O)[C@H](C)CN([C@@H](C)CO)S3(=O)=O)c1,1,.,-1.7,-8,0.0,-6,4,-4
CCNC(=O)C[C@@H]1CC[C@@H]2[C@H](COc3ccc(NC(=O)Nc4ccccc4OC)cc3C(=O)N2C)O1,.,8,2.7,-1,0.2,4,13,-12
CCc1cccc(OCC(=O)Nc2ccc(C(=O)O)cc2NC(=O)COc2cccc(CC)c2)c1,-12,11,2.8,.,-0.1,5,3,4
COc1cccc(NC(=O)N(C)C[C@H]2Oc3ncc(C#Cc4cccnc4)cc3C(=O)N([C@H](C)CO)C[C@@H]2C)c1,4,-6,-0.2,5,0.5,-13,-1,-5
Cn1c(=O)c2cc(NC(=O)NCc3ccc(Cl)cc3Cl)ccc2n1Cc1ccc(F)cc1,9,7,5.7,-21,0.2,?,.,.
CC(C)CN(C(=O)CN1CCc2ccccc21)c1c(N)n(CC(C)C)c(=O)[nH]c1=O,-1,21,-3.8,16,0.0,8,-1,-4
CCNc1nc(NCC)n2c(SC(C(=O)Nc3cc(C)ccc3OC)c3ccccc3)nnc2n1 (stereo not drawn),-1,11,-0.6,4,0.3,1,-19,-6
CC1(N=Cc2cc(Cl)ccc2O)COP(=O)(NC2CCCC2)OC1 (stereo not drawn),6,22,0.4,9,0.0,5,.,-7
CC(C)[C@@H](CO)NC(=O)[C@H]1O[C@@H](n2cnc3c(N)ncnc32)[C@H](O)[C@@H]1O,5,-3,8.0,5,-0.2,-4,5,.
CC(O)CNCCCCOc1ccc(OCc2ccccc2)cc1 (stereo not drawn),0,-34,-3.5,-28,0.2,4,-8,4
CCOC(=O)c1nnn(CC(=O)NC(=O)Nc2cccc(CC)c2)c1C(=O)OCC,0,-7,1.4,9,-0.4,8,-24,3
CC1CCCN(CC(O)COc2ccc3c(c2)OCO3)C1 (stereo not drawn),-1,7,-3.6,-1,0.3,4,-1,-2
Cc1cccn2c(=O)c3cc(C(=O)NCCCOC(C)C)sc3nc12,-1,16,-1.0,3,0.1,1,22,1
COc1cccc(C2=CC(=O)CC(c3ccco3)C2)c1 (stereo not drawn),1,-16,1.7,0,0.0,3,.,-1
NCC[C@@H]1CC[C@@H](NS(=O)(=O)c2ccc(Cl)cc2)[C@@H](CO)O1,-4,-11,-0.4,0,0.2&0.5,-6,12&-5,6
Cc1noc(C)c1NC(=O)Nc1ccc2c(c1)C(=O)N([C@H](C)CO)C[C@@H](C)[C@@H](CN(C)Cc1ccc(C(=O)Nc3ccccc3N)cc1)O2,-8,-17,-1.5,-16,0.0,0,-8,.
# Further structures
SMILES,ERp5 inh,PAX8 reporter,CFTR F508del cor,EWS-Fli inh,Xi reactivation,DENV2 CPE rescue,INS-1E GSIS act,ARNT TACC3 PPI
CC(C)CC(NC(N)=O)C(=O)NCCc1ccc(Cl)cc1Cl (stereo not drawn),5,33,1.0,-10,0.0,?,7,-5
CC(=O)N(C)C[C@@H]1Oc2ncc(C#C[C@@H](C)O)cc2C(=O)N([C@@H](C)CO)C[C@H]1C,5,.,0.1,-7,-0.2,1,15,-4
CCc1nnc(NC(=O)C2CCCCN2S(=O)(=O)c2ccccc2)s1 (stereo not drawn),0,16,3.6,-1,0.2,1,8,-6
N/C(=N\OC(=O)COc1ccc(Br)cc1)c1cccnc1,.,-15,.,.,0.1,.,-7,-6
CCC1CCCCN1CCCCOc1cccc(Cl)c1 (stereo not drawn),5,19,1.2,8,0.0,7,12,-6
O=C(CC[C@H]1O[C@@H](n2cnc3c(NC(=O)c4ccccc4)ncnc32)[C@H](O)[C@@H]1O)NCc1cccs1,-12,-1,2.1,-4,0.5,17,-4,.
Cc1ccc(OCCNC(=O)CNC(=O)c2ccccc2Cl)cc1,5,-3,1.7,1,0.3,-1,18,1
Cc1ccccc1-n1c([C@@H]2C[C@H]2c2ccccc2)n[nH]c1=S,5,-4,-2.3,4,0.3,1,17,-7
O=C(NCCN1C(=O)C2C3C=CC(C3)C2C1=O)Nc1ccccc1O (stereo not drawn),1,-27,-5.1,-26,0.2,20,8,-13
CC(=O)Nc1ccc(-c2csc(NC(=O)Cc3ccccc3F)n2)cc1,4,-115,-0.7,-8,-0.1,8,-5,5
CNC[C@@H]1Oc2c(NS(=O)(=O)c3ccc(Cl)cc3)cccc2C(=O)N([C@@H](C)CO)C[C@H]1C,-4,-10,0.7,3,0.5,-5,-6,3
O=C(C[C@@H]1CC[C@H]2[C@@H](COC[C@@H](O)CN2C(=O)Cc2ccccc2)O1)NC1CCC1,-5,-14,3.3,10,0.1,-4,-6,1
C=CCNC(=S)NNC(=O)c1csc(CC)c1,.,-25,.,.,-0.1,.,15,5
O=C(Nc1ccc2c(c1)[C@@H]1C[C@@H](CC(=O)N3CCc4ccccc4C3)O[C@@H](CO)[C@@H]1O2)c1ccc2c(c1)OCO2,-1,31,1.7,8,0.0,1,-15,10
CC(=O)c1ccc(NC(=O)CSc2nc(N3CCOCC3)nc(N3CCOCC3)n2)cc1,1,-90,1.6,-53,-0.1,3,13,6
CCn1c(SCC(=O)Nc2ccc3c(c2)OCCO3)nnc1C1CC1,-3,-8,2.3,-11,0.0,1,2,-1
COc1ccc(C(=O)Nc2cccc(-c3cc4ccccc4oc3=O)c2)cc1[N+](=O)[O-],.,38,.,.,0.0,.,25,-4
O=C(COC(=O)/C=C/c1ccccc1)NC1CCCC1,-16,-4,-6.0,3,0.0,?,6,-8
O=C(NC1Cc2ccccc2C1)[C@H]1[C@H](CO)[C@H]2Cn3c(cccc3=O)[C@H]2N1C(=O)c1cnccn1,7,23,.,6,0.1,5,0,-6
CN(C)C(=O)C[C@H]1C[C@@H]2c3cc(NC(=O)C4CCC4)ccc3O[C@@H]2[C@@H](CO)O1,-5,3,0.5,3,0.0,-2,-3,-2
O=C(NC1CC1)c1ccc(Cl)c(S(=O)(=O)N2CCOCC2)c1,-4,-2,0.4,4,0.2,-5,26,12
O=[N+]([O-])c1cc(Br)c(Nc2ccccc2)c([N+](=O)[O-])c1,6,84*,0.7,30,0.6,-4,-29,3
C=CCn1cc(CN2CCC(C(=O)Nc3ccc(Oc4cccnc4)cc3)CC2)c(C)n1,1,5,-0.4,.,1.6,2,4,2
CN1Cc2sc(NC(=S)NC(=O)c3ccccc3)c(C#N)c2CC1(C)C,4,-17,-1.0,40,0.1,?,9,.
C=CCc1ccc(OCCCNCc2ccccc2)c(OC)c1,3,3,4.8,-14,0.0,43*,.,3
O=C(O)c1ccc(C=NN=C2c3ccccc3-c3ccccc32)cc1,-11,19,1.8,2,1.7,10,.,7
CCCOC(=O)c1ccc(NC(=O)Cc2cccs2)cc1,8,6,-2.2,-60,0.0,-2,-10,-1

# 3 entries from above, arranged by their value in ERp5 inh, largest number first.
molecule	ERp5 inh	CFTR F508del cor	DENV2 CPE rescue	INS-1E GSIS act	ARNT TACC3 PPI
C=CCn1cc(CN2CCC(C(=O)Nc3ccc(Oc4cccnc4)cc3)CC2)c(C)n1	1	-0.4	2	4	2
O=C(NC1CC1)c1ccc(Cl)c(S(=O)(=O)N2CCOCC2)c1	-4	0.4	-5	26	12
O=C(C[C@@H]1CC[C@H]2[C@@H](COC[C@@H](O)CN2C(=O)Cc2ccccc2)O1)NC1CCC1	-5	3.3	-4	-6	1

# An excerpt from above, showing only INS-1E GSIS act and DENV2 CPE rescue:
molecule	INS-1E GSIS act	DENV2 CPE rescue
C=CCc1ccc(OCCCNCc2ccccc2)c(OC)c1	.	43*
O=C(O)c1ccc(C=NN=C2c3ccccc3-c3ccccc32)cc1	.	10
CCCOC(=O)c1ccc(NC(=O)Cc2cccs2)cc1	-10	-2

# Filtered by structure: the compounds so far with fluorine (2)
SMILES,ERp5 inh,PAX8 reporter,CFTR F508del cor,EWS-Fli inh,Xi reactivation,DENV2 CPE rescue,INS-1E GSIS act,ARNT TACC3 PPI
Cn1c(=O)c2cc(NC(=O)NCc3ccc(Cl)cc3Cl)ccc2n1Cc1ccc(F)cc1,9,7,5.7,-21,0.2,?,.,.
CC(=O)Nc1ccc(-c2csc(NC(=O)Cc3ccccc3F)n2)cc1,4,-115,-0.7,-8,-0.1,8,-5,5
